Fam108B counter: mouse Fam108B serine hydrolase inhibitors, primary screen, counter-screen for RBBP9 inhibitor project, biochemical, fluorescence polarization | recombinant Fam108B, FP-Rh probe fluorescence polarization | inhibition, % at 9.51 µM | 300,000 compounds, 0.33% hits | AID 1947, 2009;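 active = inhibition above the screen mean inhibition plus 3 SD, computed separately per campaign, cut at about 18% in these data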;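 note: inhibitors lower polarization as less probe binds the enzyme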
PAFAH2 FP inh: PAFAH2 enzyme inhibitors, primary screen, biochemical, fluorescence polarization, human | Platelet-activating factor acetylhydrolase 2, cytoplasmic (Homo sapiens), Q99487 | recombinant PAFAH2, FP-rhodamine activity probe | inhibition, % at 3.39 µM | 340,000 compounds, 0.99% hits | AID 492956, 2010;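 active = inhibition above the mean over all tested compounds plus 3 SD, cut at about 30% in these data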;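 note: inhibitors block probe labeling of enzyme so polarization drops; 0% = enzyme with DMSO and 100% = wells lacking PAFAH2 protein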
pPAFAH inh: pPAFAH enzyme inhibitors, primary screen, biochemical, fluorescence polarization, human; Platelet-activating factor acetylhydrolase (Homo sapiens), Q13093; recombinant pPAFAH, FP-rhodamine probe fluorescence polarization; inhibition, % at 3.39 µM; 330,000 compounds, 1.5% hits;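 active = inhibition above the mean inhibition across the screen plus 3 SD, cut at about 25% in these data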;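 note: inhibitors block binding of the rhodamine activity-based probe so polarization drops; 0% = enzyme with DMSO and 100% = wells lacking pPAFAH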
Target sequence (Q13093 whole entry, looked up): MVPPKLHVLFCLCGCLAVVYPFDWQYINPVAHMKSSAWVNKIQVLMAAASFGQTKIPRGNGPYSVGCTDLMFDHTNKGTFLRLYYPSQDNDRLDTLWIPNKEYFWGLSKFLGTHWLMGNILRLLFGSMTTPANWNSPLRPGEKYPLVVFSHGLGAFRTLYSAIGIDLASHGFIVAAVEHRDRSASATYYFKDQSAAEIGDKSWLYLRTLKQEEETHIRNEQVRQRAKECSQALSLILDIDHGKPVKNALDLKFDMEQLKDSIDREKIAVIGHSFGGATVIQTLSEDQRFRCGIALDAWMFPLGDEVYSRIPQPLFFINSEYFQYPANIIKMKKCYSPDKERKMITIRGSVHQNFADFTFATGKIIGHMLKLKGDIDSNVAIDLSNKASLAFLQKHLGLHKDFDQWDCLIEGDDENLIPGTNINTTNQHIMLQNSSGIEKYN
LYPLA1 inh: LYPLA1 inhibitors, primary screen, counter-screen for PME1 inhibitor project, biochemical, fluorescence polarization, FP-Rh probe ABPP | Acyl-protein thioesterase 1 (Homo sapiens), O75608 | recombinant LYPLA1 | inhibition, % at 5.9 µM | 320,000 compounds, 0.16% hits | AID 2174, 2009;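 active = inhibition above the mean of all tested compounds plus 3 SD, set per campaign, cut at about 14% in these data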;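 note: inhibitors block serine hydrolase probe labeling of LYPLA1 so polarization falls; 0% = enzyme with DMSO and 100% = wells lacking LYPLA1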
PAFAH1B2 inh: PAFAH1B2 enzyme inhibitors, primary screen, biochemical, fluorescence polarization, human | AID 492953, 2010 | recombinant PAFAH1B2, FP-rhodamine activity probe | 340,000 compounds, 1.2% hits | inhibition, % at 3.39 µM | Platelet-activating factor acetylhydrolase IB subunit alpha2 (Homo sapiens), P68402;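 active = inhibition above the mean of all tested compounds plus 3 SD, cut at about 24% in these data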;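 note: 0% = enzyme with DMSO and 100% = wells lacking PAFAH1B2; many of its hits are not listed in these tables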
Target sequence (P68402 whole entry, looked up): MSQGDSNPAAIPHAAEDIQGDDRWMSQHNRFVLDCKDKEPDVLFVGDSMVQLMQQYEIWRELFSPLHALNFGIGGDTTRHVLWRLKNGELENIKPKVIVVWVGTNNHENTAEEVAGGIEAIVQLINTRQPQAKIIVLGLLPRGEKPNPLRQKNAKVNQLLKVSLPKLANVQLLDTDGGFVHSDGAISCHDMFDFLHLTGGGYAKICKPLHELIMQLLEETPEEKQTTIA
GSTO1 inh: inhibitors of recombinant GSTO1, primary screen, counter-screen for RBBP9 inhibitor project, biochemical, fluorescence polarization. activity-based probe fluorescence polarization. inhibition, % at 5.96 µM. 300,000 compounds, 1.1% hits;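 active = inhibition above the campaign mean inhibition plus 3 SD, cut at about 35% in these data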;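 note: 0% = GSTO1-1 with DMSO and 100% = wells lacking GSTO1-1 enzyme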
Target sequence (P78417 whole entry, looked up): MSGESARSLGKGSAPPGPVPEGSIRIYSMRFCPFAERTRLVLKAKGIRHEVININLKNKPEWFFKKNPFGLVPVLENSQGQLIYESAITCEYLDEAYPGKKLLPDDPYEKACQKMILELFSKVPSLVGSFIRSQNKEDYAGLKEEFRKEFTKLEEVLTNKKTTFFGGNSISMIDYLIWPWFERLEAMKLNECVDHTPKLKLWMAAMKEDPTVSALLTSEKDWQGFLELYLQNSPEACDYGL
PAD4 inh: human PAD4 inhibitors, primary screen, biochemical, fluorescence polarization, 1536-well format; Protein-arginine deiminase type-4 (Homo sapiens), Q9UM07; recombinant PAD4, RCA probe fluorescence polarization; inhibition, % at 6.36 µM; 330,000 compounds, 0.41% hits;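 active = percent inhibition above a cutoff equal to the mean of all tested compounds plus 3 SD, cut at about 15% in these data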;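 note: 0% = PAD4 with RCA probe and DMSO and 100% = probe without PAD4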
PAFAH1B3 inh: PAFAH1B3 enzyme inhibitors, primary screen, biochemical, fluorescence polarization, human; Platelet-activating factor acetylhydrolase IB subunit alpha1 (Homo sapiens), Q15102; recombinant PAFAH1B3, FP-rhodamine probe; inhibition, % at 3.39 µM; 340,000 compounds, 0.28% hits;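 active = inhibition above the screen-wide average of all tested compounds plus 3 SD, cut at about 25% in these data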;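 note: 0% = enzyme with DMSO only and 100% = wells lacking PAFAH1B3 protein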
PME-1 primary: PME-1 inhibitors via competitive probe labeling, primary screen, biochemical, fluorescence polarization, FP-Rh probe, HTS; Protein phosphatase methylesterase 1 (Homo sapiens), Q9Y570; inhibition, % at 5.9 µM; 320,000 compounds, 0.53% hits; AID 2130, 2009; recombinant PME-1;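 active = inhibition above the campaign mean of all compounds plus 3 SD, cut at about 26% in these data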;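 note: competitive labeling of PME-1 active site by serine hydrolase directed probe; 0% = PME-1 with DMSO and 100% = wells lacking PME-1 enzyme; inhibitors block probe labeling so polarization falls and inhibition rises; many of its hits are not listed in these tables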
Active calls of the source: *; nt = no result given.

SMILES | Fam108B counter | PAFAH2 FP inh | pPAFAH inh | LYPLA1 inh | PAFAH1B2 inh | GSTO1 inh | PAD4 inh | PAFAH1B3 inh | PME-1 primary
CCOc1cc(/C=N/NC(=O)c2cccnc2)ccc1OCC(=O)N1CCOCC1 | 0.0 | 6.2 | 1.1 | 1.8 | 1.6 | 0.8 | 3.8 | 0.3 | 6.1
CC1(C)C(=O)Nc2ccccc2N1C(=O)COC(=O)c1ccc(Cl)c(S(=O)(=O)NCc2ccccc2)c1 | -4.6 | 0.2 | 4.5 | -4.2 | -1.6 | -0.7 | -0.3 | 1.9 | 5.0
CCOC(=O)N1CCC(NC(=O)c2cc(C(=O)NCc3cccc(Cl)c3)ccc2CO)CC1 | 4.8 | -1.4 | 3.2 | 0.3 | -1.4 | -3.4 | -3.0 | 3.9 | -4.2
O=C(CNS(=O)(=O)c1ccc(Br)s1)N1CCC(N2CCCCC2)CC1 | 5.1 | 5.1 | 5.0 | 3.7 | 2.4 | -4.0 | -0.5 | 3.3 | 0.8
CCO[C@H]1OC(C(=O)Nc2ccccc2)=C[C@@H](c2csc3ccccc23)[C@@H]1CCCO | 2.1 | -2.6 | -0.7 | -7.4 | -1.5 | -7.4 | 0.9 | 5.9 | -6.3
CC(C)n1cnnc1SCC(=O)Nc1ccc(N2CCCCC2)cc1 | 2.5 | -0.5 | 9.9 | 2.5 | -2.0 | -4.4 | 2.2 | -4.5 | 3.6
O=S(=O)(Nc1cc(S(=O)(=O)N2CCOCC2)ccc1Cl)c1ccccc1 | nt | 0.2 | 1.7 | nt | -2.9 | nt | 3.3 | 7.4 | nt
COc1ccc([N+](=O)[O-])cc1NC(=O)Cc1noc2ccc(C)cc12 | -4.6 | -0.8 | -0.5 | -5.4 | -0.7 | 1.6 | -1.7 | 5.5 | -5.4
O=C(CSc1nc(O)c(Cc2ccccc2)c(=O)[nH]1)Nc1nc2c(s1)CCCC2 | -2.1 | 2.5 | 6.3 | 3.2 | 3.2 | 23.0 | 4.3 | 0.3 | -1.1
CC(C)c1c(C(=O)N/N=C/c2cccnc2)nnn1-c1nonc1N | -0.6 | -5.1 | 5.7 | -2.5 | 0.1 | -5.5 | 0.5 | -2.8 | 2.7
Cc1ccc(C)c(N2CCN(C(=S)NC3CCCCC3)CC2)c1 | 2.8 | -1.5 | 3.3 | 1.1 | 5.0 | -0.5 | 0.1 | 6.3 | -0.5
Cn1c(N)c(C(=O)COC(=O)COc2ccc(Br)cc2)c(=O)n(C)c1=O | nt | -6.5 | -0.2 | 0.5 | 9.9 | nt | 171.4* | 3.4 | -8.9

The closing 2 entries of the section above are carried over, then new ones follow:
SMILES | Fam108B counter | PAFAH2 FP inh | pPAFAH inh | LYPLA1 inh | PAFAH1B2 inh | GSTO1 inh | PAD4 inh | PAFAH1B3 inh | PME-1 primary
Cc1ccc(C)c(N2CCN(C(=S)NC3CCCCC3)CC2)c1 | 2.8 | -1.5 | 3.3 | 1.1 | 5.0 | -0.5 | 0.1 | 6.3 | -0.5
Cn1c(N)c(C(=O)COC(=O)COc2ccc(Br)cc2)c(=O)n(C)c1=O | nt | -6.5 | -0.2 | 0.5 | 9.9 | nt | 171.4* | 3.4 | -8.9
COc1cc(OC)cc(-c2nnc(SCC(=O)N3CCCC3)o2)c1 | 0.7 | 5.7 | 5.0 | 0.7 | -2.7 | 0.2 | 3.7 | -3.1 | -3.1
Cc1cc(C(F)(F)F)nc(SCC(=O)Nc2nccs2)n1 | 2.3 | -1.1 | -1.7 | 1.2 | 6.0 | 1.3 | -2.4 | 9.1 | -1.5
CCC/C(O)=N\S(=O)(=O)c1ccc(N=NN(C)C)cc1 | -0.1 | -0.4 | -4.2 | 1.1 | 0.9 | -10.2 | -1.9 | 5.3 | -5.1
CCn1c(SCC(=O)Nc2nc(C)cs2)nnc1-c1ccoc1C | -1.0 | -4.5 | 2.7 | -2.6 | 2.7 | 6.6 | -2.0 | -1.0 | 4.3
O=C(c1ccc(Cl)c(F)c1F)N1CCOCC1 | 7.0 | 1.3 | 1.2 | -2.0 | 2.9 | 4.1 | 3.2 | -1.6 | -2.3
CCC(=O)N(Cc1ccco1)C1CC(=O)N(c2ccccc2)C1=O (centres undefined) | 1.4 | -3.3 | 4.6 | -6.0 | 3.5 | 3.9 | 2.6 | -2.2 | 2.4
CCN(CC)CCNC(=O)c1cc(-c2ccc(Br)s2)nc2ccccc12 | 3.4 | -15.2 | -1.2 | -2.7 | -2.9 | -10.8 | 4.3 | 4.8 | -4.0
Cc1ccc(C(=O)N=c2sccn2C)o1 | 2.5 | -8.6 | 1.9 | 0.6 | 2.6 | 4.8 | -3.2 | -11.2 | -1.1
Cc1ccc(S(=O)(=O)N(C)S(=O)(=O)c2ccc(C)cc2)cc1 | -1.5 | -0.2 | 8.0 | -0.5 | 13.2 | 7.3 | -1.4 | 9.8 | 4.1
O=C(Oc1ccc(C(=S)N2CCCCC2)cc1)c1ccccc1F | -1.7 | -1.1 | 7.4 | 1.1 | 7.1 | 0.9 | -3.9 | -1.0 | -10.9
CC1=CC(=O)OC1Cc1ccncc1 (centres undefined) | -1.5 | 1.2 | 2.2 | 0.6 | 4.8 | 4.4 | -5.2 | 8.2 | -0.7
CC(CN1CCCCC1)OC(=O)c1ccco1 (centres undefined) | -1.7 | 2.8 | 5.5 | -1.0 | -2.4 | 6.8 | -1.7 | -2.5 | 3.1
C[C@H](NC(=O)c1nc[nH]c1C(=O)NC1CCNCC1)C(=O)OC(C)(C)C | -1.1 | 1.5 | 6.2 | -0.7 | 2.1 | 6.6 | -1.2 | 7.8 | -1.6
COc1ccc(NC(=O)Cn2c(=O)sc3ccccc32)c(OC)c1 | 2.4 | 3.6 | -4.0 | -1.4 | 0.6 | 6.7 | 3.0 | 10.9 | 6.1
O=C(c1ccccc1Cl)N1CCC(O)(c2cccnc2)CC1 | 2.9 | 1.6 | 0.4 | -0.1 | -0.8 | 4.2 | 2.9 | -2.3 | 2.2
CCOCCCNC(=S)NC1CC2CCC(C1)N2Cc1ccccc1 (centres undefined) | 3.5 | nt | 5.4 | 0.1 | nt | 4.7 | 0.8 | nt | -0.6
Cc1ccc(S(=O)(=O)N2CCCC2c2nc3ccccc3s2)cc1 (centres undefined) | -3.9 | 6.9 | 31.2* | -0.9 | 7.3 | -0.2 | -0.6 | 3.5 | 3.4
Cc1oc(-c2cccs2)nc1CNC[C@H]1O[C@@H](n2cnc3c(N)ncnc32)[C@H](O)[C@@H]1O | nt | 4.3 | -0.8 | nt | -1.2 | nt | 0.0 | 5.6 | nt
O=C(c1cc2cc(F)ccc2[nH]1)N1CCN(C(=O)c2ccco2)CC1 | 1.8 | -1.1 | 6.3 | -1.1 | 1.7 | 1.1 | -3.6 | 2.5 | -3.4
COc1ccc(-c2c(C)oc3c(CN4CCN(CCO)CC4)c(O)ccc3c2=O)cc1OC | -4.2 | 4.0 | 6.3 | -1.6 | 2.5 | 6.7 | 2.0 | -0.8 | -0.6
O=C(Nc1ccc(N2CCOCC2)cc1)Nc1cnsn1 | 3.8 | -2.0 | 2.7 | -2.0 | 4.8 | 1.8 | -1.7 | 12.2 | 19.4
O=C(NCc1ccc(Cl)cc1)C1CCN(c2nnc(N3CCCC3=O)s2)CC1 | -3.9 | 2.0 | 3.4 | -1.8 | 3.2 | 0.3 | -3.3 | 10.5 | -1.8
O=C(/C=C/c1ccc(F)cc1)NC(=S)N1CCN(Cc2ccccc2)CC1 | -1.6 | 11.6 | 4.6 | -1.9 | 2.6 | 8.0 | -5.0 | 2.1 | -0.2
CC(=O)N1c2ccc(S(=O)(=O)NCC3CCC(C(=O)NCc4ccccc4)CC3)cc2CC1C (centres undefined) | 4.8 | 4.3 | -1.0 | 1.5 | 2.8 | 6.6 | -2.2 | 0.4 | 1.3
Cc1ccc(NC(=O)COc2coc(CN3CCc4ccccc43)cc2=O)c(C)c1 | 5.6 | 6.6 | 1.5 | 6.6 | 4.8 | 8.6 | -0.4 | 1.9 | 4.5
Cc1cc(C)nc(/N=C(\N)Nc2ccc(SC(F)F)cc2)n1 | 0.1 | -1.6 | 1.5 | 4.3 | 3.0 | 3.4 | 0.1 | 10.2 | -8.3
CSc1nc2nccc(-c3ccc(-c4ccccc4)cc3)n2n1 | -7.0 | 2.8 | 4.0 | -5.8 | -0.3 | -19.5 | 0.7 | 3.3 | -11.6
CCC1=NN(C(=O)c2ccc(Br)cc2)C(O)(c2ccc(C)cc2)C1 (centres undefined) | 0.6 | -12.8 | 9.2 | 4.6 | -1.7 | 3.0 | -1.6 | 7.5 | 4.3
Cc1[nH]c(N=Nc2ccccc2)nc1N=Nc1ccccc1 | 15.9 | -2.5 | 25.4* | -2.8 | 4.2 | -57.3 | -0.4 | 3.5 | 75.9*
Cc1ccc(NC(=O)c2sc3nc[nH]c(=O)c3c2C)c(C)c1 | -0.2 | 16.5 | -5.2 | -4.0 | 0.5 | -2.0 | -1.3 | 8.2 | -19.0
Cc1cc(CNC(=O)CC2C(=O)NCCN2Cc2ccccc2)nn1C (centres undefined) | -4.9 | 1.5 | 3.3 | -3.1 | -2.0 | -0.6 | 4.2 | 10.8 | -2.7
CN1CCN(c2ccccc2NC(=O)COc2ccccc2)CC1 | 1.8 | 6.6 | 4.6 | 1.1 | 0.2 | -3.1 | 6.7 | 0.2 | -5.0
COc1cc(S(=O)(=O)NC2CCCCC2C)ccc1-n1cnnn1 (centres undefined) | 2.6 | 4.5 | 0.0 | -1.8 | 6.0 | -0.4 | -1.5 | 5.6 | 5.0
N#Cc1ccsc1NC(=O)CSc1nnnn1-c1ccc(O)cc1 | 5.0 | 0.7 | 25.8* | -10.1 | 1.4 | 6.3 | -16.2 | 2.7 | -0.7
CCOc1ccc(NC2OC(CO)C(O)C(O)C2O)c([N+](=O)[O-])c1 (centres undefined) | -1.8 | 10.5 | -0.8 | 0.1 | -4.0 | 1.3 | -1.3 | 0.0 | 0.3
COc1cccc(NC(=O)CSc2nc3ccccc3cc2Cc2ccccc2)c1 | -13.3 | -8.5 | -5.8 | -7.9 | -5.3 | -15.7 | -3.1 | -3.1 | -9.4
COc1ccc(/C=N/NC(=O)C(C)N(c2ccc(OC)cc2)S(C)(=O)=O)cc1 (centres undefined) | 2.1 | -4.7 | 1.2 | -1.9 | -0.1 | 3.0 | 1.9 | 1.6 | 3.5
Cc1ccc(NC2=NC(=S)N(CC#N)C23CCCCC3)cc1 | 0.9 | -6.8 | 4.6 | 2.0 | 7.5 | -0.2 | 0.9 | -2.4 | 2.9
COc1ccccc1OCC(=O)Nc1ccccc1C(=O)N1CCCC1 | 0.5 | -13.2 | 6.6 | 2.7 | 3.9 | 3.0 | -0.6 | -5.1 | -0.9
Cc1ccc(O)c(C2=NNC(c3ccc(Cl)cc3)C2)c1 (centres undefined) | -9.2 | -2.1 | 3.8 | -7.7 | 2.8 | 4.7 | -1.9 | 5.9 | 1.2

The list is partial; count on the stated rates, not on these rows.
